Screening results as filed in PubChem BioAssay.
hcDAF12 agonist: H. contortus DAF-12 nuclear receptor activators, primary screen, cell-based, luminescence, HEK293, lit1-tk-luc reporter; activation, % at 6.8 µM; AID 652067, 2013; HEK293 hcDAF-12 lit1-tk-luc reporter; 0% DMSO, 100% Δ7-dafachronic acid; actives 1.4% (n = 370,000);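 active means activation above the mean of all tested compounds plus 3 SD, cut at about 5.5% in these data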;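 further: 100% = response to 3 µM Δ7-dafachronic acid high control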
PG9 binder: binders of HIV-1 gp120 antibody PG9, primary screen, biochemical, TR-FRET | HIV-1 gp120 / PG9 antibody interaction | TR-FRET gp120-PG9 antibody binding | inhibition, % at 6.7 µM | actives 0.43% (n = 360,000) | AID 624416, 2012; in the data active means inhibition above about 8.5%
DAX1 inh-1: DAX1 (NR0B1) inhibitors on StAR promoter, primary screen, cell-based, luminescence, SF-1 (NR5A1), full-length DAX-1; HEK293T StAR-luciferase reporter, SF-1/DAX-1 repression relief; actives 1.1% (n = 370,000); inhibition, % at 6.8 µM; AID 652010, 2013;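 active means inhibition above the mean over all tested compounds plus 3 SD, cut at about 3.6% in these data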;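 further: 0% = DAX-1 cells with DMSO and 100% = cells lacking DAX-1 with DMSO; higher inhibition means more luminescence from relief of DAX-1 repression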
NR1D1 modulator: modulators of Rev-erb alpha DNA binding, primary screen, biochemical, FITC-DNA, fluorescence polarization, uHTS. Nuclear receptor subfamily 1 group D member 1 (Homo sapiens), P20393. Rev-erbα–FITC-DNA binding, 90 min. activity, % at 10 µM. actives 0.79% (n = 370,000). AID 1259318, 2017;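 active means activity above about 14%, limit read from the data; passing the limit was not always enough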;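 further: 0% = DMSO wells with 35 nM protein and 100% = DMSO wells with 750 nM protein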
Target sequence (P20393 whole entry, looked up): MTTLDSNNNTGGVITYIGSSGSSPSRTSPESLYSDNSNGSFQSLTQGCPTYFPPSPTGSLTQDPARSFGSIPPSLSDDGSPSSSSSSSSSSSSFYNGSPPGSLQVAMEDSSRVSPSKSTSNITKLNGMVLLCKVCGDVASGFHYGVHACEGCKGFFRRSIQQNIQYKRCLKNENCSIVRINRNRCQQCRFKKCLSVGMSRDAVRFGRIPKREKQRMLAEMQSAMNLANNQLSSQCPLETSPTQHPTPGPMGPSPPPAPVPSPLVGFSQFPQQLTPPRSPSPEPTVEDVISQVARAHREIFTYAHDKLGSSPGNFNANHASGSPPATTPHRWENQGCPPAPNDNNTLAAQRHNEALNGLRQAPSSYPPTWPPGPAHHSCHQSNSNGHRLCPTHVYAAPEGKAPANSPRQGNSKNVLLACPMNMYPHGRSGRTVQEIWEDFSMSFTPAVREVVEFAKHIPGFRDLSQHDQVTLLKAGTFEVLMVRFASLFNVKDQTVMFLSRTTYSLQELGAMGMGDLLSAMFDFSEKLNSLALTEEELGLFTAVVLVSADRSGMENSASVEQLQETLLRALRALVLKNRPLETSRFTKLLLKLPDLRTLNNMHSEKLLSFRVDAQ
sPLA2-III inh: human group III sPLA2 inhibitors, primary screen, biochemical, QFRET, BODIPY PC-A2 liposome substrate; Group 3 secretory phospholipase A2 (Homo sapiens), Q9NZ20; QFRET BODIPY PC-A2 liposome hydrolysis, fluorescence; inhibition, % at 12.2 µM; actives 0.56% (n = 370,000);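 active means inhibition above mean plus 3 SD of compounds lying within the high and low control bounds, cut at about 19% in these data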;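 further: 0% = median of test compound wells and 100% = no enzyme DMSO wells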
hgDAF-12 ag: H. glycines DAF-12 receptor agonists, primary screen, cell-based, luminescence, HEK293, GAL4 fusion, UAS-luciferase | actives 1.8% (n = 370,000) | activation, % at 6.8 µM | HEK293 GAL4-hgDAF12 UAS-luciferase reporter, agonist luminescence; normalized to butyrate control;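 active means activation above a cutoff set at the mean of all screened compounds plus 3 SD, cut at about 10% in these data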;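 further: 0% = DMSO wells and 100% = sodium butyrate wells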
PLCb3 inh: human PLC-beta3 inhibitors, primary screen, biochemical, fluorescence | Purified PLC-beta3, fluorogenic substrate | AID 720704, 2013 | inhibition, % at 12.2 µM | 1-phosphatidylinositol 4,5-bisphosphate phosphodiesterase beta-3 (Homo sapiens), Q01970 | actives 0.18% (n = 370,000); in the data active means inhibition above about 11%;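 further: 0% = median of compound wells on plate and 100% = full blocker control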
ssDAF-12 act: S. stercoralis DAF-12 nuclear receptor activators, primary screen, cell-based, luminescence, HEK293, GRIP1 co-expression, lit1-tk-luc. HEK293 ssDAF-12/GRIP1 lit1-tk-luc reporter; % of 3 µM dafachronic acid response. activation, % at 6.8 µM. actives 1% (n = 370,000). Nuclear hormone receptor DAF-12 (Strongyloides stercoralis);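 active means activation above the mean over all tested compounds plus 3 SD, cut at about 0.9% in these data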;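 further: 0% = DMSO-only wells and 100% = 3 µM delta7-dafachronic acid wells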
DAX1 inh-2: DAX1 (NR0B1) inhibitors, primary screen, cell-based, HEK293, Gal4-DAX1, luciferase luminescence; inhibition, % at 6.75 µM; Nuclear receptor subfamily 0 group B member 1 (Homo sapiens), P51843; AID 504766, 2011; actives 0.99% (n = 340,000); HEK293 Gal4-DAX1 luciferase reporter;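 active means inhibition above the mean over all tested compounds plus 3 SD, cut at about 4.2% in these data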;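 further: 0% = DAX1-transfected cells with DMSO and 100% = empty-vector control cells with DMSO; inhibition shows as a rise in luminescence from relieved DAX1 repression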
Target sequence (P51843 207-470 limits assumed): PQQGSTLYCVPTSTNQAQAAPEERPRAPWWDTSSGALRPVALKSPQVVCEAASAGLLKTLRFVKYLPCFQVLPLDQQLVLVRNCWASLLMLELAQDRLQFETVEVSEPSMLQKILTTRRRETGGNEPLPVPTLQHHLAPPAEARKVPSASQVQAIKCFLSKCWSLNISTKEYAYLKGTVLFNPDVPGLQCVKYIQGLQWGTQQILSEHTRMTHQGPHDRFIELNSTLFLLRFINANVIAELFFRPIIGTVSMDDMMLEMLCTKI
SMARCA2 activ: SMARCA2 (BRM) function activators, primary screen, cell-based, luminescence, high throughput | activation, % at 9.1 µM | AID 652017, 2013 | actives 1% (n = 370,000) | MG213 cells, MMTV-luciferase reporter, dexamethasone, overnight; in the data active means activation above about 7.8%;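 further: 0% = vehicle wells and 100% = reference activator wells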
GAA850 FXN act: FXN promoter activators, primary screen, cell-based, luciferase luminescence, HEK293 lucGAA850; activation, % at 6 µM; AID 540364, 2011; HEK293 lucGAA850 FXN promoter luciferase reporter, 24 h; percent of 10 µM SAHA response; actives 0.56% (n = 360,000);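 active means activation above the average of all compounds screened plus 3 SD, cutoff fixed separately per campaign, cut at about 7.5% in these data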;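 further: 0% = DMSO wells and 100% = 10 µM SAHA wells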
Numbers without * were called inactive; . = no result given. This is a random part of the collection (roughly 7% active in at least one column).

SMILES	hcDAF12 agonist	PG9 binder	DAX1 inh-1	NR1D1 modulator	sPLA2-III inh	hgDAF-12 ag	PLCb3 inh	ssDAF-12 act	DAX1 inh-2	SMARCA2 activ	GAA850 FXN act
COc1cc(C2C(N3C(=O)c4ccccc4C3=O)C(=O)N2c2ccc(C)c(C)c2)cc(OC)c1OC (stereo not drawn)	-0.5	-0.8	-0.6	3	-4	-0.8	1	-1.3	2.4	-5	-2.2
CCCNC(=O)c1cc(C2CCCCN2C(=O)c2ccc(NC(C)=O)cc2)on1 (stereo not drawn)	0.1	0.8	-0.7	-1	-1	3.4	-4	-0.7	.	-2	-0.7
COC(=O)CSc1nnc(CNc2nc(-c3ccccc3)cs2)n1C	-1.6	2.0	0.0	0	-3	1.8	1	-0.6	3.1	5	-2.0
CS(=O)(=O)c1ccc2nc(NC(=O)CCNC(=O)c3ccc(Cl)cc3)sc2c1	-1.2	6.0	-1.6	4	-3	1.6	-2	-0.7	-0.5	3	2.0
O=C(Nc1ccc(F)c(F)c1)c1ccc2c(c1)OCO2	2.5	-0.8	2.9	-2	-5	6.0	1	-0.8	1.4	6	4.2
COC(=O)[C@]12C[C@H](CC(=O)N3CCSCC3)C(=O)N(Cc3ccco3)C1=C[C@H](C1CCCC1)O[C@@H]2C	-0.3	.	0.2	-3	-2	1.9	-1	-1.1	.	-2	.
COC(=O)c1ccccc1S(=O)(=O)NC(=O)[C@H]1O[C@@H](n2ccc(=O)[nH]c2=O)[C@H](O)[C@@H]1O	-1.3	1.5	0.3	0	5	-2.0	6	-0.8	.	-1	.
COc1cc(C(=O)NC(C)c2cnn(-c3ccccc3C)c2C)cc(OC)c1OC (stereo not drawn)	-0.8	-1.7	-0.3	-3	-5	0.4	1	-0.7	0.1	-2	-0.2
C/C(CC(=O)NC1CCCCC1)=N\NC(=O)c1ccccn1	4.1	-3.3	3.3	5	-3	20*	1	0.1	3.0	7	6.2
Cc1ccc(Cn2cc(CN(C)C3CN(Cc4cn(Cc5ccc(C)cc5)nn4)S(=O)(=O)C3)nn2)cc1 (stereo not drawn)	-1.4	0.2	-0.5	-3	5	-5.4	0	-1.5	.	-7	.
O=C1CC(c2ccc(Cl)cc2)CC(O)=C1C=NCc1ccc(Cl)c(Cl)c1 (stereo not drawn)	0.1	-1.0	-0.1	2	4	-0.8	2	-1.5	-1.2	-2	0.1
CCCCCCC(C)OC(=O)Nc1cccc2ccccc12 (stereo not drawn)	-1.1	-1.9	0.2	6	-4	0.5	-8	-0.9	0.5	-2	2.0
COc1ccc(OC)c(C2C=C(C34CC5CC(CC(C5)C3)C4)NC(=S)N2)c1 (stereo not drawn)	-1.0	-2.3	-0.2	8	6	-1.1	-4	-1.3	-1.4	-2	4.3
COc1ccc(NC(=O)C2CCCCC2)cc1S(=O)(=O)N1CCOCC1	2.4	-0.2	-0.5	7	7	-0.9	-5	-0.6	0.1	-2	0.3
COc1ccc(CCN2C(=O)C3C4C=CC(C4)C3C2=O)cc1OC (stereo not drawn)	-1.9	-1.7	-0.1	12	4	-1.8	3	-0.4	0.4	4	0.8
O=C1C2C(c3ccccc3)C=CC(c3ccccc3)C2C(=O)N1c1ccccn1 (stereo not drawn)	0.8	-1.6	-0.7	-4	-8	0.5	-33	-1.2	-1.3	-2	-0.6
CC(=O)Oc1ccc2c3c(c(=O)oc2c1C)CCCC3	-3.1	0.7	0.6	1	-2	1.6	-377	-1.8	0.4	2	-0.2
COc1ccccc1C(=O)NCCn1cc(SCC(=O)Nc2nnc(C)s2)c2ccccc21	-2.6	-1.9	0.1	-2	-10	2.3	6	-1.0	1.1	0	-1.6
COc1ccc(NC(=O)c2cc(S(=O)(=O)N3CCCC3)oc2C)cc1	-1.8	-3.7	-0.4	5	-3	-3.1	-2	-1.6	-1.8	-5	-1.0
CC(=O)c1cc(C#N)c(Oc2ccc(Cl)cc2Cl)nc1C	-0.3	-0.1	0.9	1	-1	-0.9	2	-1.5	0.2	0	0.5

3 entries already listed, ordered by their value in hcDAF12 agonist, ascending.
structure | hcDAF12 agonist
COc1ccccc1C(=O)NCCn1cc(SCC(=O)Nc2nnc(C)s2)c2ccccc21 | -2.6
COc1cc(C(=O)NC(C)c2cnn(-c3ccccc3C)c2C)cc(OC)c1OC (stereo not drawn) | -0.8
COC(=O)[C@]12C[C@H](CC(=O)N3CCSCC3)C(=O)N(Cc3ccco3)C1=C[C@H](C1CCCC1)O[C@@H]2C | -0.3

Other structures:
SMILES	hcDAF12 agonist	PG9 binder	DAX1 inh-1	NR1D1 modulator	sPLA2-III inh	hgDAF-12 ag	PLCb3 inh	ssDAF-12 act	DAX1 inh-2	SMARCA2 activ	GAA850 FXN act
Cc1ccsc1C1C(C#N)=C(N)OC2=C1C(=O)CCC2 (stereo not drawn)	0.6	0.9	-0.4	1	9	0.1	-11	0.3	-0.7	-1	-0.9
COc1ccccc1CC(=O)N1CCN(c2ccccn2)CC1	-2.1	0.1	-0.1	1	1	-1.1	-1	-1.5	1.0	2	3.0
COc1ccc(CNC(=O)CN(CC2CCCO2)C(=O)CNS(=O)(=O)c2ccccc2)cc1 (stereo not drawn)	-1.9	0.3	-0.5	-1	3	-0.4	4	-0.5	0.4	2	2.2
O=C(CN1N=C(C(F)(F)F)CC1(O)c1ccc([N+](=O)[O-])cc1)c1ccccc1 (stereo not drawn)	1.2	1.9	-0.5	2	-16	1.6	-5	-1.1	-0.2	1	1.5
COC(=O)C1CCN(C(=O)C2CC(=O)N(c3ccc(C)c(Cl)c3)C2)CC1 (stereo not drawn)	1.5	0.3	1.3	-3	-7	3.2	-7	-1.2	0.2	-1	4.1
COC(=O)CSc1nnc(-c2cnccn2)n1C	-0.5	-0.1	0.9	-3	5	-0.7	-2	-0.5	1.1	-3	-1.3
COc1cc(Cl)c(CNC[C@H]2O[C@@H](n3cnc4c(N)ncnc43)[C@H](O)[C@@H]2O)c(Cl)c1O	-1.5	-2.1	-0.7	0	9	-1.5	-4	-1.4	0.3	-5	2.7
COc1ccccc1CNc1nc(S(=O)(=O)c2ccccc2)c(Cl)s1	-3.7	-1.0	-0.3	0	-22	0.2	2	-1.3	-2.5	-1	1.8
C=CCOc1ccccc1CN1CCN(CCc2ccccc2)C(CCO)C1 (stereo not drawn)	-0.6	0.5	-0.6	-2	12	-2.2	0	-0.7	3.0	-3	0.2
CC1CC(C)C[N+](=C2C=C(N3CCCC3)CC(C)(C)C2)C1 (stereo not drawn)	-3.6	-0.9	-4.6	-5	1	-11	0	-2.9	-4.5	-10	-3.8
COc1ccc2oc(C(=O)OCC(=O)NCc3ccc(OC)c(OC)c3)c(C)c2c1	0.4	2.2	1.4	1	2	1.3	-14	-1.3	0.4	-1	0.1
CN(C)c1ccc(CN(C(=O)c2ccc(Cl)c([N+](=O)[O-])c2)C2CCS(=O)(=O)C2)cc1 (stereo not drawn)	3.5	0.5	0.0	-4	-2	0.5	-5	-0.9	-0.8	0	0.7
Cc1cc(C(=O)Nc2ccncc2)c2ccccc2n1	1.2	1.1	-1.0	9	1	-0.7	-3	-0.3	2.0	-3	-0.4
Cc1cc(NC(=O)CS(=O)(=O)c2c[nH]c3ccccc23)no1	-0.7	-1.5	0.7	5	-2	2.6	-4	-1.1	0.3	1	-0.6
CCC(=O)Nc1ccc(C(=O)NCCCn2ccnc2)cc1	-1.4	0.0	-0.6	0	0	-0.9	1	-0.5	-1.6	-1	1.8
CCn1c(=S)[nH]c2scc(-c3cccs3)c2c1=O	0.5	11*	-0.8	-6	18	-2.1	-6	-0.8	0.8	-2	-3.7
COc1ccc(-c2csc(Nc3ncccc3C)n2)cc1	7.5*	-0.6	2.1	5	-3	17*	-1	0.6	2.7	1	2.9
O=C(CNC(=O)c1ccc(Cl)cc1Cl)OCC(=O)N1CCN(c2ccccc2)CC1	-0.8	1.9	-0.1	0	-3	-1.9	-9	-1.1	1.6	-2	0.9
Cc1nc2ccc(-c3nc4ccccc4o3)cc2[nH]1	3.1	-0.5	5.2*	2	-2	20*	-22	0.0	0.3	9.0*	7.0
O=C(c1ccc(O)cc1)c1ccc(C(=O)c2ccc(O)cc2)cc1	-2.0	1.0	-1.4	4	-7	1.8	-1	-1.1	-0.3	-6	-1.7
COC(=O)C1CSC(C(=O)OC)N1C(=O)Nc1ccc(Cl)cc1 (stereo not drawn)	-0.7	-3.4	-0.2	-4	3	2.0	1	-1.3	-0.2	1	1.3
C=CCOC(=O)c1c(C)nc2cc3c(cc2c1C)OCO3	1.0	1.4	0.0	-1	2	0.6	-12	-0.7	-0.3	0	2.6
Cc1sc(N)nc1-c1ccc2c(c1)OCCO2	0.8	0.7	0.9	1	2	2.3	-7	-0.7	-0.5	0	1.9
COc1ccc(CN(C)C(=O)[C@H]2O[C@@H](n3ccc(=O)[nH]c3=O)[C@H](O)[C@@H]2O)cc1OC	0.2	1.2	4.7*	3	17	-1.2	1	-0.8	.	-7	.
O=C(NC1CCCCC1)C(c1ccc(F)cc1)N(Cc1ccco1)C(=O)c1csnn1 (stereo not drawn)	0.0	-1.9	0.0	0	-9	0.0	-7	-0.6	-0.1	-1	4.5
COc1ccc(C)cc1NC(=O)CSc1nnc2ccc(-c3ccccn3)nn12	1.4	0.3	3.3	2	5	3.8	-1	0.0	-1.3	-1	-0.1
COc1cccc(OCc2cc(C(=O)N3CCN(C4CCCCC4)C(=O)C3)no2)c1	-0.7	-0.4	-0.1	5	-9	-3.1	-8	-0.7	0.6	-3	-1.9
Cc1ccccc1CNC(=O)c1ccc(CSCc2ccccc2)cc1	-2.1	-0.2	0.0	2	-23	1.3	-7	-1.1	-1.1	0	0.6
CC(C)c1cc(-c2cc(C(=O)NCc3ccccc3)on2)nc(NCC2CC2)n1	1.6	-1.5	-0.3	-1	-1	0.8	-10	-0.7	0.7	0	1.3

Quoted from the listing.
Entry of `COc1cccc(OCc2cc(C(=O)N3CCN(C4CCCCC4)C(=O)C3)no2)c1` under hcDAF12 agonist: -0.7
Entry of `COC(=O)C1CSC(C(=O)OC)N1C(=O)Nc1ccc(Cl)cc1` (stereo not drawn) under DAX1 inh-1: -0.2
